# High-throughput results (PubChem)
# JMJD2C inh – inhibitors of GASC-1 histone demethylase, primary screen, biochemical, fluorescence, DELFIA europium; Lysine-specific demethylase 4C (Homo sapiens), Q9H3R0; GST-JMJD2C(1-420) H3K9me3 demethylation; inhibition, % at 2.35 µM; 330,000 tested, 0.069% active;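 active means more than half of a compound's replicate wells show inhibition beyond 50%, single wells judged on their own value; inconclusive means some, but no more than half, of replicates pass 50% inhibition; inactive means no replicate passes 50% inhibition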;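 further: signal counts dimethyl H3K9 product captured on neutravidin plate; 0% = median of DMSO wells and 100% = 0.3 times that DMSO median; strong numbers were not always called active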
# Target sequence (Q9H3R0 1-420 limits assumed): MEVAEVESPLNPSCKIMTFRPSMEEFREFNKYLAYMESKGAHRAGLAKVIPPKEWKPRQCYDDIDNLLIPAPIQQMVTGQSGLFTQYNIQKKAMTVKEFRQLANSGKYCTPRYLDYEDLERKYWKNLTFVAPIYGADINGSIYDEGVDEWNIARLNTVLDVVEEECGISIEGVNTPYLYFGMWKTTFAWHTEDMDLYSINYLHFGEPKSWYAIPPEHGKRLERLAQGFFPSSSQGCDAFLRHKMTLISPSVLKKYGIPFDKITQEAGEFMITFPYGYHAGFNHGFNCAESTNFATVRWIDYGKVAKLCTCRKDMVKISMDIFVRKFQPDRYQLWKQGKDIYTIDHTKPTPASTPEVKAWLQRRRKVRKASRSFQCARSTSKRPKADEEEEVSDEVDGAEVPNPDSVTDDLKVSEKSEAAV
# AGP1 TOR yeast – modulators of AGP1-GFP expression in yeast TOR pathway, primary screen, cell-based, multiplex flow cytometry, S. cerevisiae, MLPCN library; 3 h; GFP as percent of DMSO wells; GFP response vs DMSO, % at 10 µM; 320,000 tested, 0.02% active;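 active means GFP response relative to DMSO above a set limit, near screen average plus 3 SD, cut at about 150% in these data; inconclusive means fewer than 70 cells counted for the yeast strain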;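 further: median GFP channel fluorescence of the gated AGP1 strain per well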
# MEP2-GFP yeast – modulators of MEP2-GFP levels in yeast, primary screen, S. cerevisiae, multiplex flow cytometry, MLPCN library; S. cerevisiae MEP2-GFP strain, 3 h; 100% = DMSO control level; GFP response vs DMSO, % at 10 µM; 330,000 tested, 0.51% active;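 active means GFP response versus DMSO above a set limit, roughly screen mean plus 3 SD, cut at about 180% in these data; inconclusive means fewer than 70 cells counted for a yeast strain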;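 further: median GFP fluorescence of the barcode-gated MEP2-GFP cells per well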
# CIT2 TOR yeast – modulators of CIT2-GFP expression in yeast, primary screen, S. cerevisiae, GFP fusion, multiplex flow cytometry, MLPCN library; GFP response vs DMSO, % at 10 µM; AID 2029, 2009; 320,000 tested, 0.065% active; S. cerevisiae CIT2-GFP strain, 3 h; 100 means same as DMSO wells;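 active means GFP response relative to DMSO above a set limit, near the screen mean plus 3 SD, cut at about 150% in these data; inconclusive means Fewer than 70 cells measured for a yeast strain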;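 further: ratio of well median GFP fluorescence to mean of DMSO wells on the plate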
# RPL19A TOR yeast – RPL19A-GFP expression modulators in yeast, primary screen, cell-based, S. cerevisiae, multiplex flow cytometry, MLPCN. percent response vs DMSO, % at 10 µM. 330,000 tested, 0.3% active. S. cerevisiae RPL19A-GFP strain, 3 h; hits give low values;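 active means percent response vs DMSO below 50%; inconclusive means fewer than 70 events counted for the yeast strain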;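 further: median channel GFP fluorescence of the barcoded RPL19A-GFP strain; ratio of sample median GFP to plate DMSO average so 100% = DMSO; lower means less RPL19A-GFP as with rapamycin TOR inhibition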
# GRK2 inh – compounds blocking aptamer binding on GRK2 – biochemical, human GRK2, bead flow cytometry, HTS, primary screen | AID 488847, 2010 | inhibition of aptamer binding, % at 10 µM | 330,000 tested, 0.59% active | FAM-aptamer displacement from GRK2;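 active means inhibition of aptamer binding above 40%, roughly 3 SD of noise, on plates passing a quality check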;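 further: median bead fluorescence of bound FAM aptamer so fluorescent compounds give negative values; no value below 0 was filed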
# Target sequence (P25098 whole entry, looked up): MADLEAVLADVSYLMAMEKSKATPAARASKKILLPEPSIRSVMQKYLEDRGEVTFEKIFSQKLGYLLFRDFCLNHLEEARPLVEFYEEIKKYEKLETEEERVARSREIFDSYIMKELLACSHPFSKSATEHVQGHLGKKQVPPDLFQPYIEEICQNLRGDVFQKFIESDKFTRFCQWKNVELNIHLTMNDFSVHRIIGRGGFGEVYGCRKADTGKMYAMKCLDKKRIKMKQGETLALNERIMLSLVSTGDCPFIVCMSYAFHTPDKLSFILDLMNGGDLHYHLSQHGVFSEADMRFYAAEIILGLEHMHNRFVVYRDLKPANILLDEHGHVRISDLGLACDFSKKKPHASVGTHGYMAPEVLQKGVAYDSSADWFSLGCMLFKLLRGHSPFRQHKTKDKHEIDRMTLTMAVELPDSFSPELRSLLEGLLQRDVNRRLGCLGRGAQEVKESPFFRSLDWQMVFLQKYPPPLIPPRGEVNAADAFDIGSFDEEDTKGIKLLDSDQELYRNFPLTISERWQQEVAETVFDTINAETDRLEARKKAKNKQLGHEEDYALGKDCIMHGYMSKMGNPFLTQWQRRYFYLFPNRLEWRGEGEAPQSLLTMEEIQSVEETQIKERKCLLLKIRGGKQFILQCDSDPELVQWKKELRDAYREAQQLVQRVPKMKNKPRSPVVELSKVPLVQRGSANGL
# LAP4 TOR yeast – modulators of LAP4-GFP expression in yeast, primary screen, S. cerevisiae, multiplex flow cytometry, MLPCN library; 3 h; median GFP as percent of DMSO wells; GFP response vs DMSO, % at 10 µM; 320,000 tested, 0.34% active; AID 2023, 2009;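 active means GFP response vs DMSO above a set limit, about the screen mean plus 3 SD, cut at about 150% in these data; inconclusive means under 70 cell events counted for the yeast strain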
# VLA-4 inh – inhibition in human VLA-4 binding assay, primary screen, VLA-4 allosteric modulator project, MLPCN library, flow cytometry, VLA-4 expressing cells. inhibition, % (about 7 µM as worked out from the volumes in the protocol). 330,000 tested, 0.2% active. ligand binding flow cytometry; in the data active means inhibition above about 50%
# * hit, by the source's call; ? = inconclusive; . = not tested or not shown; [ ] = remark or other dose.
SMILES,JMJD2C inh,AGP1 TOR yeast,MEP2-GFP yeast,CIT2 TOR yeast,RPL19A TOR yeast,GRK2 inh,LAP4 TOR yeast,VLA-4 inh
O=C(/C=C/N1CCOCC1)c1coc2ccccc12,14.2,94.5,99.8,85.4,105.9,5.0,103.3,5.4
O=C(O)c1ccccc1CSc1nc2ccccc2s1,-1.7,85.3,94.0,70.6,104.4,3.0,127.0,1.6
O=C(Nc1ccc2c(c1)OCCO2)C1CCN(c2cnccn2)CC1,0.5,107.2,92.7,94.6,96.0,1.0,98.6,14.0
CCOC(=O)N1CCN(c2ccc(Cl)c(Cl)c2)CC1,-2.1,98.5,104.0,86.9,96.6,0.0,120.9,4.7
Cc1ccccc1CNC(=O)CCC(=O)N1CCOc2ccc(Cl)cc21,6.5,95.7,91.9,91.9,94.3,0.0,101.3,-2.7
CC1CCCCN1C(=O)c1c([N+](=O)[O-])cnn1C (stereo unspecified),0.2,107.6[may fluoresce green],101.7[may fluoresce green],104.0[may fluoresce green],105.3[may fluoresce green],0.0,102.3[may fluoresce green],-11.2
COc1cccc(C(=O)N(Cc2cc3cc(C)ccc3[nH]c2=O)CC2CCCO2)c1 (stereo unspecified),-1.7,?,138.3[may fluoresce violet],?,57.2[may fluoresce violet],4.0,97.1[may fluoresce violet],9.1
COCCn1c(N2CCN(c3ccc(OC)cc3)CC2)nc2c1c(=O)[nH]c(=O)n2C,-11.0,105.6,98.7,97.1,103.7,0.0,99.7,-7.7
O=C1CCCN1Cc1ncnn1-c1ccccc1,-2.1,103.2,102.2,105.1,105.6,3.0,102.7,3.2
COc1ccccc1-c1nc(-c2ccc(C(=O)O)cc2)no1,2.4,83.4,96.7,88.5,102.2,1.0,145.3,-8.5
CC(=O)N1CCN(C(=O)CNc2cc(C(F)(F)F)ccc2OCC(F)(F)F)CC1,2.4,101.3,104.7,94.1,99.6,0.0,102.3,1.9
CCOc1ccc(NC(=O)COn2nnc3ccc(S(=O)(=O)N4CCOCC4)cc32)cc1,14.4,108.7,101.1,102.1,98.3,2.0,99.2,23.6
CC(c1ccccc1)C(NC(=O)OCC1c2ccccc2-c2ccccc21)C(=O)O (stereo unspecified),-0.7,94.0,101.7,91.2,98.2,2.0,99.7,-6.0
Cc1ccc(CN2CC(C(=O)NC(c3nc4ccccc4[nH]3)C(C)C)CC2=O)cc1 (stereo unspecified),-4.8,102.9,102.1,98.2,96.4,0.0,104.0,-4.2
Cc1ccc(S(=O)(=O)N(CC(=O)NCC2CCCO2)Cc2cccc(C)c2)cc1 (stereo unspecified),-11.8,86.8,85.1,88.9,93.0,0.0,82.1,5.4
Cc1ccc(S(=O)(=O)NC(=O)Nc2c(C)n(C)n(-c3ccccc3)c2=O)cc1,-0.3,104.8,106.8,100.8,99.3,1.0,99.2,-2.9
COc1ccccc1C(=O)C1CCCN(Cc2ccc(Oc3ncccn3)cc2)C1 (stereo unspecified),?,100.2,97.3,91.3,94.0,0.0,96.0,6.2
CCn1c(SCC(=O)c2ccc(Cl)cc2)nnc1-c1cccs1,5.5,92.7,93.6,.,93.6,0.0,92.0,7.7
Cc1sc2nc(CN3CCOCC3)nc(NS(=O)(=O)c3ccccc3)c2c1C,-11.1,103.4,106.0,93.7,100.0,2.0,107.6,9.3
CCOc1ccc(S(=O)(=O)N2CCCC(C(=O)N3CCOCC3)C2)cc1 (stereo unspecified),-12.3,100.9,108.8,98.9,103.4,4.0,117.1,-10.4
Cc1cc(C(=O)N/N=C/c2cccs2)no1,4.5,111.0,101.6,110.0,101.4,2.0,102.5,-0.1
c1ccc(Nc2ccccc2Nc2ccccn2)nc1,14.5,115.6,107.7,112.2,106.0,0.0,96.6,0.3
C=CCn1c(O)c(N=NC(=O)CNC(=O)/C=C/c2ccco2)c2ccccc21,8.6,108.7,105.9,96.6,98.5,23.0,98.2,-1.1
CN(C)C(CNC(=O)c1cccc(OC(F)F)c1)c1ccco1 (stereo unspecified),0.7,104.3,95.0,104.0,105.0,0.0,96.4,10.1
CC(=O)c1c(C)[nH]c(C(=O)NCc2ccc(C)cc2)c1C,12.7,100.4,103.9,99.1,98.7,0.0,101.6,3.8
CCOc1ccc2nc(NC(=O)CSc3nnnn3C3CCCCC3)sc2c1,14.9,96.7,97.9,89.7,96.0,4.0,101.3,8.8
CCCCOc1ccc(C(C)NC(=O)C2CCCN(S(=O)(=O)CCC)C2)cc1 (stereo unspecified),17.9,110.6,106.9,113.7,103.3,0.0,105.2,3.9
Cc1ccc(S(=O)(=O)N(C)C)cc1NC(=O)C(C)OC(=O)c1ccc2ccccc2n1 (stereo unspecified),6.8,103.9,103.2,108.5,102.9,1.0,108.3,8.6
COc1ccc2nc(C)cc(SCC(=O)Nc3c(C)cc(C)cc3C)c2c1,13.8,111.7,103.9,108.0,106.0,3.0,104.3,-8.1
CCc1ccc(CN(C)C(=O)c2cc(=O)c3ccccc3o2)cc1,2.1,98.1,106.0,93.2,106.9,1.0,91.1,10.0
CN(Cc1ccccc1)C(=O)c1cc(S(=O)(=O)N2CCOCC2)cn1C,0.2,99.0,100.2,93.2,95.7,0.0,109.8,11.5
O=C(O)COc1ccccc1/C=C1\SC(=S)N(NC(=O)c2ccccc2O)C1=O,6.9,77.7,94.2,68.4,96.6,0.0,125.7,15.9
N#CCn1c(C2CCCCC2)nc2ccccc2c1=O,-12.1,95.7,100.1,99.4,102.0,6.0,99.7,5.3
CC(=O)c1ccc(NC(=O)CSC2=NS(=O)(=O)c3cc(Cl)ccc3N2)cc1,-0.5,113.7,108.2,106.5,107.1,5.0,104.0,-4.0
CS(=O)(=O)Cc1ccc(C(=O)N(CCc2ccccc2)Cc2ccccc2)cc1,7.1,100.2,108.0,109.2,110.2,7.0,82.9,0.0
CC1(C)CN(c2cccc(Br)c2)C1=O,3.8,106.0,110.5,112.2,102.3,2.0,107.8,-12.7
Nc1nc(Nc2cccc(Cl)c2)nc(NCCO)c1[N+](=O)[O-],-0.8,108.2,101.9,99.3,96.4,1.0,108.4,8.1
Nc1c(C(=O)NCC2CCCO2)sc(=S)n1-c1ccccc1 (stereo unspecified),-2.1,104.4,109.4,100.4,101.9,0.0,99.3,12.3
Cc1cccc(C)c1Nc1nnc(SCc2cc([N+](=O)[O-])cc3c2OCOC3)s1,10.8,99.4,113.1,92.7,100.5,0.0,104.0,26.2
COCCN(CCOC)Cc1c(O)ccc2c3c(c(=O)oc12)CCC3,3.3,106.0,99.1,104.7,107.8,0.0,102.3,0.2

# Part of the list above in order of count of non-hydrogen atoms, falling.
SMILES,JMJD2C inh,AGP1 TOR yeast,MEP2-GFP yeast,CIT2 TOR yeast,RPL19A TOR yeast,GRK2 inh,LAP4 TOR yeast,VLA-4 inh
C=CCn1c(O)c(N=NC(=O)CNC(=O)/C=C/c2ccco2)c2ccccc21,8.6,108.7,105.9,96.6,98.5,23.0,98.2,-1.1
CCc1ccc(CN(C)C(=O)c2cc(=O)c3ccccc3o2)cc1,2.1,98.1,106.0,93.2,106.9,1.0,91.1,10.0
O=C(/C=C/N1CCOCC1)c1coc2ccccc12,14.2,94.5,99.8,85.4,105.9,5.0,103.3,5.4
O=C1CCCN1Cc1ncnn1-c1ccccc1,-2.1,103.2,102.2,105.1,105.6,3.0,102.7,3.2

# Remaining list, next part
SMILES,JMJD2C inh,AGP1 TOR yeast,MEP2-GFP yeast,CIT2 TOR yeast,RPL19A TOR yeast,GRK2 inh,LAP4 TOR yeast,VLA-4 inh
COc1ccc(Cc2noc(-c3ccccc3)n2)cc1OC,-3.2,97.8,106.3,105.8,110.2,2.0,98.0,9.3
CC1CCCC(NCC(=O)Nc2ccc(C(N)=O)cc2)C1C (stereo unspecified),-16.7,111.7,94.8,110.0,99.3,1.0,106.2,0.8
CC(C(=O)N1CCc2ccccc21)N(C)CC(=O)Nc1ccc(F)cc1 (stereo unspecified),-7.1,97.5,99.2,97.0,96.2,1.0,100.2,1.6
CCOc1ccccc1NC(=O)C(NCC1(N2CCCCC2)CCCCC1)c1ccccc1 (stereo unspecified),-6.6,86.1,87.6,92.8,90.0,0.0,91.1,4.4
COc1ccc(N2C(=O)/C(=C/c3ccc([N+](=O)[O-])cc3)N=C2C)cc1,3.2,101.5,94.9,94.5,103.7,0.0,97.6,-3.6
O=C(NCCN1CCOCC1)c1cc2cc(Br)ccc2oc1=O,3.2,105.3,100.4,113.0,101.0,0.0,101.6,-3.9
OCC(O)C(O)C(O)C(O)c1nc2ccccc2[nH]1 (stereo unspecified),-21.5,101.1,107.5,104.7,100.4,1.0,101.3,20.3
CCOc1cc(CNn2cnnc2)cc(Cl)c1OCC(=O)NC(C)(C)C,-5.5,97.3,97.4,93.0,96.1,3.0,97.1,27.0
COC(=O)c1ccsc1NC(=O)C1=COCCO1,-1.6,94.4,96.5,95.4,97.8,0.0,93.7,-9.3
O=C(c1ccc2nc(N3CCOCC3)sc2c1)N1CCCC1,-3.4,102.4,95.8,96.8,93.2,5.0,109.7,34.0
CN(C)S(=O)(=O)c1cc(C(=O)NCC2CCCO2)c(Cl)cc1Cl (stereo unspecified),-0.7,97.1,94.5,90.5,100.9,2.0,97.1,10.2
O=C(NCCNC(=O)c1ccccn1)c1cccc(F)c1,-1.7,108.3,112.7,113.1,106.0,1.0,97.0,-2.3
Cc1nnc(NCCc2ccccc2)n(N)c1=O,-0.1,112.9,108.4,108.1,105.1,0.0,105.4,17.9
CCc1ccc(S(=O)(=O)NCc2cn3ccccc3n2)s1,23.4,103.0,110.4,104.2,95.2,0.0,103.3,3.9
COc1ccc(-n2nnnc2CNC(=O)c2ccc(S(=O)(=O)N3CCOCC3)cc2)cc1,-138.4,115.0,100.5,118.0,110.1,0.0,114.0,-5.8
COc1ccc(C(=O)NC(=S)NC(C)(C)C)cc1Br,2.6,95.4,102.4,96.3,97.0,1.0,108.6,-0.4
COc1cc(-c2nc3ccc(C)cn3c2NCc2ccccc2)ccc1-c1cccc(Cl)c1,4.5,89.5,95.9,90.0,91.9,0.0,119.9,-10.2
O=C(NCCCc1ccc(F)cc1)C1CCC(=O)N(CCCN2CCCC2=O)C1 (stereo unspecified),-3.4,95.5,99.6,91.8,97.3,0.0,87.5,6.0
O=C(Nc1ccc2c(c1)OCCO2)c1ccc(Br)o1,20.7,98.3,112.1,93.6,106.3,2.0,114.5,0.0
CC1CCCCN1S(=O)(=O)c1ccc(C(=O)Nc2nnc(-c3ccccn3)o2)cc1 (stereo unspecified),-9.8,103.4,104.3,95.9,99.3,0.0,97.0,11.0
COc1cc(Br)ccc1C1CC(=O)C(C)C(c2ccc(Br)cc2OC)N1 (stereo unspecified),11.0,102.0,104.2,97.8,103.3,1.0,96.0,6.7
Cc1ccc(S(=O)(=O)CCC(=O)OC(C)c2nnc(-c3cccs3)o2)cc1 (stereo unspecified),-5.2,105.3,102.0,103.3,108.5,0.0,105.2,10.2
O=C(NCc1ccc2c(c1)OCO2)c1cc2c(s1)CSC2,-25.5,92.4,102.2,86.8,100.6,.,115.0,19.6
